FXIIa inh: blocks human coagulation factor XIIa protease activity. P00748. 220,000 tested, 0.3% active. inhibition, % at 5 µM. purified FXIIa, Boc-QGR-AMC fluorogenic substrate, 2 h; in the data active = inhibition above about 40%;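 also: 0% = enzyme with no compound and 100% = blank without enzyme; many of its hits are not listed in these tables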
14-3-3 Bad inh: disrupts binding of bovine 14-3-3 zeta to phospho-Bad peptide | 220,000 tested, 0.71% active | P63103 | TR-FRET 14-3-3zeta/Dy647-pBad peptide displacement, 1 h | AID 781 | inhibition, % at 21.7 µM;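 active = inhibition above about 70%, limit read from the data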;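 also: 0% = full 14-3-3 plus peptide FRET controls and 100% = background without 14-3-3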
Wee1 stabilizer: inhibitors of human Wee1 degradation. P30291. HeLa Luc-Wee1K328M stability, luciferase luminescence; 100% = proteasome inhibitor MG132 effect. 220,000 tested, 1.2% active. reporter increase, % at 5 µM;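 active = activation above the mean of all tested compounds plus 3 SD, set per screening run, cut at about 8.8% in these data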;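 also: cells exposed to compound for 20 h before luminescence read; 0% = DMSO alone and 100% = MG132 at 30 µM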
thrombin 1536: blocks human thrombin protease activity. inhibition, % at 5 µM. 220,000 tested, 0.26% active. alpha-thrombin, Boc-VPR-AMC fluorogenic substrate cleavage. AID 1046. P00734;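 active = inhibition at or above 40%; inactive = inhibition below 40%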;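 also: 0% = enzyme with no compound and 100% = wells without enzyme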
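Assay system: human alpha-thrombin enzyme. Reagent: Boc-VPR-AMC substrate, 15 µM final. Compound dosing: one concentration per compound, 5 µM, with 0.2% DMSO. Incubation: room-temperature reaction. Technique: AMC fluorescence, 355/460 nm. Measure: % inhibition relative to enzyme controls and enzyme-free blanks.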
FXIa inh: blocks human coagulation factor XIa protease activity; P03951; purified FXIa, Boc-Glu-Ala-Arg-AMC fluorogenic substrate; inhibition, % at 5 µM; 220,000 tested, 0.14% active; AID 798;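 active = inhibition of at least 40%; inactive = inhibition below 40%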;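 also: fluorescence of freed AMC excited at 355 nm; 0% = enzyme without compound and 100% = no enzyme blank; many of its hits are not listed in these tables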
Runt-CBFb FRET: inhibitors of human RUNX1 Runt domain binding to CBFb. Q01196+Q13951. Cerulean-Runt/Venus-CBFb FRET ratio 530/480, 1 h. inhibition, % at 20 µM. 220,000 tested, 0.46% active. AID 1496;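 active = inhibition over about 50% at 20 µM in the single-dose screen, limit read from the data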;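 also: 0% = DMSO wells and 100% = excess unlabeled CBFb competitor control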
Target sequence (Q01196 whole entry, looked up, the tested form may be a part): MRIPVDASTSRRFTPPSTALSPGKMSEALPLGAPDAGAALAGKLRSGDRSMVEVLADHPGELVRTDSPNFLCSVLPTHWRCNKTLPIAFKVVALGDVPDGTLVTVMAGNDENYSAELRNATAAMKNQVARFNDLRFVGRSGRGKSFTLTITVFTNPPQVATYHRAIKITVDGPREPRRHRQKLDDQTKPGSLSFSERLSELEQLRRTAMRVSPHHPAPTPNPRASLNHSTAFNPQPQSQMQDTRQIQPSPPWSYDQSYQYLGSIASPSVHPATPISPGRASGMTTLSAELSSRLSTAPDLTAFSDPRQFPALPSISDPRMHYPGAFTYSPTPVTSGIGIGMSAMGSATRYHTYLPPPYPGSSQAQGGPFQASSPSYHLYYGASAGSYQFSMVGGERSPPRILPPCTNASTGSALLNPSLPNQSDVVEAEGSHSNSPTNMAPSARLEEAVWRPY
Target sequence (Q13951 whole entry, looked up, the tested form may be a part): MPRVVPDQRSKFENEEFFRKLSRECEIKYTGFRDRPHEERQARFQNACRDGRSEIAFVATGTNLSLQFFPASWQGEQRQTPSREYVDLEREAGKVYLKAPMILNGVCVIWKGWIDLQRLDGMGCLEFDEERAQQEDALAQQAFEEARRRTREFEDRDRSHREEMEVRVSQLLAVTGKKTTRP
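Assay system: Cerulean-Runt domain fusion protein, energy donor; Signal: fluorescence energy transfer, 422 nm excitation, 530/480 nm emission; Timing: 1 h compound exposure, room temperature; Control set: unlabeled CBFb; Medium: Tris buffer pH 7.5 with salts and BSA; Compound: single test concentration of 20 µM, 1% DMSO final; Probe or stimulus: Venus-CBFb 100 nM.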
Runt-SMMHC FRET: blocks binding of human RUNX1 Runt domain to CBFb-SMMHC. Q01196+Q13951. Cerulean-Runt/Venus-CBFb-SMMHC FRET ratio 530/480, 1 h. inhibition, % at 20 µM. 220,000 tested, 0.74% active. AID 1434;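 active = mean inhibition across duplicate retests at 20 µM reaching about 50%, limit read from the data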;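 also: 0% = DMSO wells and 100% = wells with excess untagged CBFb-SMMHC; inhibitors lower the FRET ratio by blocking Runt binding to CBFb-SMMHC; some results filed as inactive read as strong as hits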
hK5 inh: blocks human kallikrein 5 protease activity; recombinant hK5, fluorogenic AMC substrate cleavage; inhibition, % at 5 µM; 210,000 tested, 0.59% active; AID 873;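 active = inhibition of 40% or more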;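 also: 0% = enzyme controls without compound and 100% = no-enzyme blanks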
Target sequence (Q9Y337 67-293 limits assumed): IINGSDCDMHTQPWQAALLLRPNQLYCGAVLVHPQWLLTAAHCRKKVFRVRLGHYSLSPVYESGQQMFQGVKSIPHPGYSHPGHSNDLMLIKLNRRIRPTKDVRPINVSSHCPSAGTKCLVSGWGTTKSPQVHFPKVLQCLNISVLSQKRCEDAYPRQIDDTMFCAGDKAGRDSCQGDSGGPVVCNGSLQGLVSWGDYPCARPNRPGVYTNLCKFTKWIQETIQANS
Hck Nef HTS: blocks Nef-activated human Hck kinase | P08631 | inhibition, % at 20 µM | Recombinant Hck-YEEI plus Nef, Z-Lyte FRET kinase assay | 220,000 tested, 0.68% active;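 active = Hck-Nef kinase inhibition above about 50%, limit read from the data; inactive = inhibition below that limit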;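 also: 0% = DMSO with Hck plus Nef and 100% = Hck alone without Nef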
Starred values were filed as active, the others as inactive; . = not tested or not shown; [ ] = dose if it differs, or a comment.

SMILES	FXIIa inh	14-3-3 Bad inh	Wee1 stabilizer	thrombin 1536	FXIa inh	Runt-CBFb FRET	Runt-SMMHC FRET	hK5 inh	Hck Nef HTS
Cc1cc(C)cc(-n2c(C)cc(/C=N/NC(=O)c3cccc([N+](=O)[O-])c3C)c2C)c1	5	-11	0	3	-4	-1	-2	-7	-1
O=C(CSCc1ccc(Br)cc1)Nc1ccc(S(=O)(=O)N2CCOCC2)cc1	11	1	0	2	2	0	3	-2	1
Cc1ccc(/C=C/C(=O)Nc2ccc([N+](=O)[O-])cc2)o1	12	7	0	2	3	2	-7	6	0
COC(=O)CN1C(=O)N/C(=C/c2ccc(C)o2)C1=O	3	50	-3	-4	-2	10	8	.	0
COc1ccccc1NCC(=O)N/N=C(\C)c1ccc(Br)s1	-1	-3	-3	-7	-5	1	3	8	1
Cc1nn(C)cc1/C=N/NC(=O)Cn1cncn1	7	-1	-2	-5	-2	2	0	0	1
Cc1ccc(N(C(=O)Cn2nnc(-c3cccs3)n2)C(C(=O)NC2CCCC2)c2ccncc2)cc1 (stereo not given)	7	6	-2	-5	-5	-3	3	-30	4
Cc1ccccc1CN(c1ccc(C(=O)NCc2ccccn2)cc1)S(C)(=O)=O	9	-10	2	-3	-4	0	3	-6	3
CCn1c(SCC(=O)c2ccc(Cl)cc2)nnc1C(C)C	-3	-15[fluorescence artefact?]	0	4	-16	0	-1	-16	0
NC(=O)C1CCN(S(=O)(=O)Cc2ccccc2Cl)CC1	2	-9	2	-4	-9	1	2	-8	18
O=C(Nc1cc(C(F)(F)F)ccc1N1CCOCC1)c1ccc2ccccc2n1	11	8	0	-1	2	-3	0	8	1
CCOc1cccc(/C=N/N2C(=O)CSC2=S)c1O	4	-6	0	-3	-4	51*	32	-13	-23
COc1cccc(C(=O)c2sc(NC(C)C)nc2N)c1	0	6	-1	-7	-3	2	-8	8	-1
O=C(Nc1ccc(F)cc1)c1nn(-c2ccccc2)c(=O)cc1Cl	-4	13	0	-4	-7	0	-4	-13	16
Cc1nc2c(ccc3c2ccc2nc(C)sc23)s1	-4	-6	-2	-1	-7	2	-7	-17	1
O=C(OCCN=C1NS(=O)(=O)c2ccccc21)c1cccs1	3	8	0	-5	-2	1	0	12	18
CCn1c(=O)c2c(n3cnnc13)-c1ccccc1CC21CCCCC1	12	2	1	-5	-3	-2	2	5	4
COC(=O)[C@@]1(Cc2ccc(F)cc2)[C@H]2c3cc(C(=O)N(C)C)n(Cc4c(CO)[nH]cc(C)c4=O)c3C[C@H]2CN1C(=O)c1ccccc1	14	1	3	5	6	-2	3	-6	7
CCc1ccc(-c2csc(-c3c[nH]c4ccccc34)n2)cc1	2	-9	3	-7	2	0	1	-22	1
COc1ccc(OC)c(-n2c(=S)[nH]c3cc(C(=O)N4CCN(c5ccccc5)CC4)ccc3c2=O)c1	11	-9	2	-1	-1	0	2	.	15
COc1ccc(/C=C/c2nc(-c3ccccc3O)n(-c3ccccc3)n2)cc1	5	1	3	-7	3	2	3	-26	2
NC(=O)c1sc2cc(C(F)(F)F)cnc2c1-c1ccccc1	9	-6	-1	0	2	1	-3	.	-1
CCCOc1ccc(CSc2n[nH]c(C)n2)cc1	5	-12	0	-8	0	1	3	0	17
COC(=O)NC(NC(=S)Nc1cccc(C)c1)C(Cl)(Cl)Cl (stereo not given)	1	-10	-2	-13	-5	3	2	0	22
Cc1cc(Oc2ccc(=O)n(C)n2)nc(SCc2ccccc2)n1	6	-14	-4	-11	-5	2	-3	-3	20
CCC(=O)Nc1ccc(C(=O)NNC(=O)c2ccccc2)cc1	12	-5	0	-8	-1	0	-4	6	17
Cc1cc(=O)n2nc(-c3ccccc3)sc2n1	16	4	4	-3	2	1	-7	-8	-1
O=C(NC1CCCC1)C1c2ccccc2C(=O)N1CCCN1CCOCC1 (stereo not given)	10	0	0	0	4	1	1	-12	-7
Cc1cc(=O)[nH]c(N/N=C/c2ccccc2C(F)(F)F)n1	2	-9	-3	6	-6	-1	0	-4	16
Cc1cc(NC(=O)c2ccccc2)n(-c2nc3ccccc3[nH]2)n1	3	4	-3	-3	-9	0	-5	-5	18
CC(C)CCOCC(O)CCC(=O)NNC(=S)Nc1ccccc1 (stereo not given)	4	-4	1	-4	-3	3	0	-14	2
Cc1c2c(nc3c(C(=O)NC4CC4)cnn13)CCCC2	7	3	-1	-4	2	0	-4	4	0
CCOC(=O)c1cc2c(=O)n3ccccc3nc2n(Cc2ccco2)c1=NC(=O)c1cccc(OC)c1	3	-4	1	-13	-2	99*	86*	-2	30
CCCNCC1C(Oc2ccc(Cl)cc2Cl)C(=O)N1c1cccc(C)c1C (stereo not given)	-3	-1	0	-11	-1	-2	-4	-3	11
Cc1ccc(S(=O)(=O)Nc2cccc(-c3cn4ccsc4n3)c2)cc1	-1	-5	6	-5	-2	1	5	1	5
CCC(C)NC(=O)CC(c1ccccc1)c1cc(C)ccc1O (stereo not given)	6	2	-2	-8	-2	1	2	1	-7
CCOC(=O)C1CCN(C(=O)CSCCSCC(=O)N2CCC(C(=O)OCC)CC2)CC1	11	-11	-1	-4	-8	-1	-5	2	2
CCc1ccc(N2CC(C(=O)Nc3ccc(C)c(S(=O)(=O)N4CCOCC4)c3)CC2=O)cc1 (stereo not given)	-5	8	3	-11	-8	-2	-10	-20	0
Cc1cc(OCCN2CCCC2)ccc1C(C)C	15	18	-1	-2	3	-1	6	-4	-1
Nc1nonc1C(=O)NCCNS(=O)(=O)c1ccc(Br)cc1	0	1	3	-11	-4	-1	3	-14	0

Profiles, quoted from the list.
O=C(NC1CCCC1)C1c2ccccc2C(=O)N1CCCN1CCOCC1 (stereo not given) is entered as FXIIa inh: 10; 14-3-3 Bad inh: 0; Wee1 stabilizer: 0; thrombin 1536: 0; FXIa inh: 4; Runt-CBFb FRET: 1; Runt-SMMHC FRET: 1; hK5 inh: -12; Hck Nef HTS: -7
Cc1c2c(nc3c(C(=O)NC4CC4)cnn13)CCCC2 is entered as FXIIa inh: 7; 14-3-3 Bad inh: 3; Wee1 stabilizer: -1; thrombin 1536: -4; FXIa inh: 2; Runt-CBFb FRET: 0; Runt-SMMHC FRET: -4; hK5 inh: 4; Hck Nef HTS: 0

(continued)
SMILES	FXIIa inh	14-3-3 Bad inh	Wee1 stabilizer	thrombin 1536	FXIa inh	Runt-CBFb FRET	Runt-SMMHC FRET	hK5 inh	Hck Nef HTS
COc1cnc(SCC(=O)O)[nH]c1=O	10	5	7	-4	-1	0	4	-8	-1
COc1cc(C=C2C(=O)c3ccccc3C2=O)cc(OC)c1OC	27	-8	7	30	29	-6	-4	19	22
O=C(Cc1ccccc1)NC(=S)Nc1cccc(C(F)(F)F)c1	19	-3	-1	-3	8	-2	5	4	0
O=C1C2C3C=CC(C3)C2C(=O)N1c1cccnc1 (stereo not given)	-13	-3[fluorescence artefact?]	1	-6	-9	-2	2	0	6
CCOC(=O)N1CCN(C(=O)/C(=C/c2cccs2)NC(=O)c2cccs2)CC1	8	-14	1	-1	3	-1	-1	0	22
O=C(CCc1ccccc1)c1ccc2c(c1)OCCCO2	-9	-3	6	-3	-7	0	-4	-5	-20
CCOc1ccc(C(=O)NC(=S)Nc2cccc(NC(=O)c3ccco3)c2)cc1[N+](=O)[O-]	9	-3	-2	-11	-4	0	4	-6	5
CCCCc1cc(=O)oc2cc(OCC(=O)N(CC)CC)c(Cl)cc12	11	11	0	-5	-2	-7	-7	-8	3
CCOc1ccc(OCC)c(NC(=O)CNS(=O)(=O)c2cccs2)c1	13	-3	1	4	5	-2	1	-13	0
CC1CCN(S(=O)(=O)c2ccc(S(=O)(=O)NCc3ccccc3)cc2)CC1	13	0[fluorescence artefact?]	0	-2	-5	2	0	-3	-1
CC1(C)CC(C)(c2ccc(O)cc2O)N(c2ccc3ccccc3c2)C(=S)N1 (stereo not given)	7	-6	-2	-3	-2	0	2	-13	6
O=C(CN1CCOCC1)NNC(=S)Nc1ccccc1	3	-14	1	-2	1	4	-2	.	-48
C=CCOC(=O)C1=C(C)N=C2SCCC(=O)N2C1/C=C/c1ccccc1 (stereo not given)	6	-10	-1	-1	1	-2	-6	-4	20
Cc1ccc(C(=O)n2c3ccccc3c3ccccc32)cc1	9	7	-1	-6	0	0	-3	-5	1
Cc1ccc(C(C)C)cc1OCCOCCN1CCCC1	16	49	4	-3	8	2	1	-12	0
CCCCCCCOC(=O)c1ccc(OC(=O)c2cccnc2)cc1	9	7	1	-5	0	-4	-2	1	1
O=C(NCCO)c1ccc2[nH]c3ccccc3c2c1	11	-2	0	8	0	0	0	6	0
Cc1ccc(C(=O)Nc2ccc(C(=O)N3CCCCC3C)cc2)cc1 (stereo not given)	-2	3	-3	3	-8	-1	-1	-24	-12
CCn1c(Cc2ccc(OC)cc2)nnc1SCC(=O)Nc1nc2ccccc2s1	-8	1[fluorescence artefact?]	0	11	3	-1	-8	-3	7
C=C1CCN([C@H](C(=O)NCc2ccc(OC)cc2)C(C)C)S(=O)(=O)c2ccccc21	5	67	.	-1	0	-1	-7	-1	28
COc1ccc(C2C(C#N)=C(N)N(Nc3ccccc3)C3=C2C(=O)CC(C)(C)C3)cc1C (stereo not given)	-6	-20[fluorescence artefact?]	1	-3	-9	62*	102*	-27	1
O=C(Nc1ncc(S(=O)(=O)c2ccc([N+](=O)[O-])cc2)s1)c1ccccc1F	3	-2	-1	0	-4	1	5	-5	-4
COc1ccc(NC(=O)c2ccc(Cn3cc(Cl)cn3)cc2)cc1	7	-8	-1	-6	-3	.	.	-1	20
CCCOC(=O)Nc1nc(-c2ccc(C)cc2)c(C)s1	10	-6	0	-1	4	1	-4	2	24
CC1CN(C(=O)Cc2ccc(-c3ccccc3)cc2)CC(C)O1 (stereo not given)	13	-1	4	4	7	3	4	-9	0
CC(NC(=O)Nc1ccccc1F)C(C)(C)C (stereo not given)	9	-10	-1	2	1	-1	-2	-2	2
CCNC(=S)NNc1nc(N2CCCCC2)nc(N2CCOCC2)n1	6	-14	1	-13	-4	6	2	-9	15
COc1ccc(CCNC(=O)CN2CCCc3ccccc32)cc1OC	2	-14	6	-6	-9	-3	-7	-9	0
OCC1CCCN(C2CCN(Cc3nc(Cc4cccc(C(F)(F)F)c4)no3)CC2)C1 (stereo not given)	6	-15	1	-12	-3	-1	0	0	19
Cc1ccccc1Cn1nc(C)c(NC(=O)c2noc3c2CC(C(C)(C)C)CC3)c1C (stereo not given)	5	9[fluorescence artefact?]	1	1	3	-2	-1	-4	2
CC(C)CCNC(=O)CN(Cc1ccc2c(c1)OCO2)C(=O)CCC(=O)Nc1ccccn1	21	1	-1	2	9	-4	1	2	2
COc1ccc(Cc2c(O)nc(SCC(=O)c3ccc(OC)cc3)[nH]c2=O)cc1	.	-10	1	-1	-3	-1	4	-1	2
Cc1cccc(Cc2nnc(CCC(=O)N(C)C3CCOC3)o2)c1 (stereo not given)	6	-13	-1	-3	-1	0	-4	-1	0
